PG9 binder = binders of HIV-1 gp120 antibody PG9, primary screen, biochemical, TR-FRET; HIV-1 gp120 / PG9 antibody interaction; TR-FRET gp120-PG9 antibody binding; inhibition, % at 6.7 µM; 0.43% of 360,000 active; in the data active = inhibition above about 8.5%
HGIII-sPLA2 inh = human group III sPLA2 inhibitors, primary screen, biochemical, QFRET, BODIPY PC-A2 liposome substrate. Group 3 secretory phospholipase A2 (Homo sapiens), Q9NZ20. AID 743126, 2013. inhibition, % at 12.2 µM. 0.56% of 370,000 active. QFRET BODIPY PC-A2 liposome hydrolysis, fluorescence;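 active = inhibition above mean plus 3 SD of compounds lying within the high and low control bounds, cut at about 19% in these data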;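 note: 0% = median of test compound wells and 100% = no enzyme DMSO wells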
Target sequence (Q9NZ20 whole entry, looked up): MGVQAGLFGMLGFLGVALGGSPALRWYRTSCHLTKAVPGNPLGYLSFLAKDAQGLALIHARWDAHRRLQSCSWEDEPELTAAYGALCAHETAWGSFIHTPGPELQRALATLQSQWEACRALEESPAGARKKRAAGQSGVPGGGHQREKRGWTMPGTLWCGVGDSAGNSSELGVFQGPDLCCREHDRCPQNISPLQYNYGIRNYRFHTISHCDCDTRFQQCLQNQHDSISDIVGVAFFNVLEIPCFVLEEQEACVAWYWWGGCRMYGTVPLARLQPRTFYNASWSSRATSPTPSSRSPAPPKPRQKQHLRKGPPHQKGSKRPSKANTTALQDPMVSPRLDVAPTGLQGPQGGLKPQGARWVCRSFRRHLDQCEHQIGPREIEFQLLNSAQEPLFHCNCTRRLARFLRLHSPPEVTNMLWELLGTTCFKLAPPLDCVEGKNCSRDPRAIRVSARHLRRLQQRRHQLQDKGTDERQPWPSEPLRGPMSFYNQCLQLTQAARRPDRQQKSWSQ
hgDAF-12 ag = H. glycines DAF-12 receptor agonists, primary screen, cell-based, luminescence, HEK293, GAL4 fusion, UAS-luciferase. activation, % at 6.8 µM. 1.8% of 370,000 active. AID 687014, 2013. HEK293 GAL4-hgDAF12 UAS-luciferase reporter, agonist luminescence; normalized to butyrate control. Nuclear hormone receptor DAF-12 (Heterodera glycines), GAL4 fusion;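 active = activation above a cutoff set at the mean of all screened compounds plus 3 SD, cut at about 10% in these data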;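 note: 0% = DMSO wells and 100% = sodium butyrate wells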
DAX1 inh-1 = DAX1 (NR0B1) inhibitors, primary screen, cell-based, HEK293, Gal4-DAX1, luciferase luminescence. HEK293 Gal4-DAX1 luciferase reporter. inhibition, % at 6.75 µM. 0.99% of 340,000 active. AID 504766, 2011;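 active = inhibition above the mean over all tested compounds plus 3 SD, cut at about 4.2% in these data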;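 note: 0% = DAX1-transfected cells with DMSO and 100% = empty-vector control cells with DMSO; inhibition shows as a rise in luminescence from relieved DAX1 repression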
ssDAF12 agonist = S. stercoralis DAF-12 nuclear receptor activators, primary screen, cell-based, luminescence, HEK293, GRIP1 co-expression, lit1-tk-luc. AID 652126, 2013. activation, % at 6.8 µM. HEK293 ssDAF-12/GRIP1 lit1-tk-luc reporter; % of 3 µM dafachronic acid response. 1% of 370,000 active. Nuclear hormone receptor DAF-12 (Strongyloides stercoralis);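 active = activation above the mean over all tested compounds plus 3 SD, cut at about 0.9% in these data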;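 note: 0% = DMSO-only wells and 100% = 3 µM delta7-dafachronic acid wells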
DAX1 inh-2 = DAX1 (NR0B1) inhibitors on StAR promoter, primary screen, cell-based, luminescence, SF-1 (NR5A1), full-length DAX-1 | HEK293T StAR-luciferase reporter, SF-1/DAX-1 repression relief | inhibition, % at 6.8 µM | 1.1% of 370,000 active | AID 652010, 2013;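 active = inhibition above the mean over all tested compounds plus 3 SD, cut at about 3.6% in these data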;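 note: 0% = DAX-1 cells with DMSO and 100% = cells lacking DAX-1 with DMSO; higher inhibition means more luminescence from relief of DAX-1 repression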
SMARCA2 act = SMARCA2 (BRM) function activators, primary screen, cell-based, luminescence, high throughput. 1% of 370,000 active. activation, % at 9.1 µM. AID 652017, 2013. MG213 cells, MMTV-luciferase reporter, dexamethasone, overnight; in the data active = activation above about 7.8%;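 note: 0% = vehicle wells and 100% = reference activator wells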
hcDAF12 agonist = H. contortus DAF-12 nuclear receptor activators, primary screen, cell-based, luminescence, HEK293, lit1-tk-luc reporter; HEK293 hcDAF-12 lit1-tk-luc reporter; 0% DMSO, 100% Δ7-dafachronic acid; activation, % at 6.8 µM; 1.4% of 370,000 active;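 active = activation above the mean of all tested compounds plus 3 SD, cut at about 5.5% in these data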;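 note: 100% = response to 3 µM Δ7-dafachronic acid high control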
Rev-erbA mod = modulators of Rev-erb alpha DNA binding, primary screen, biochemical, FITC-DNA, fluorescence polarization, uHTS; Rev-erbα–FITC-DNA binding, 90 min; activity, % at 10 µM; 0.79% of 370,000 active;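 active = activity above about 14%, limit read from the data; passing the limit was not always enough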;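 note: 0% = DMSO wells with 35 nM protein and 100% = DMSO wells with 750 nM protein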
Target sequence (P20393 whole entry, looked up): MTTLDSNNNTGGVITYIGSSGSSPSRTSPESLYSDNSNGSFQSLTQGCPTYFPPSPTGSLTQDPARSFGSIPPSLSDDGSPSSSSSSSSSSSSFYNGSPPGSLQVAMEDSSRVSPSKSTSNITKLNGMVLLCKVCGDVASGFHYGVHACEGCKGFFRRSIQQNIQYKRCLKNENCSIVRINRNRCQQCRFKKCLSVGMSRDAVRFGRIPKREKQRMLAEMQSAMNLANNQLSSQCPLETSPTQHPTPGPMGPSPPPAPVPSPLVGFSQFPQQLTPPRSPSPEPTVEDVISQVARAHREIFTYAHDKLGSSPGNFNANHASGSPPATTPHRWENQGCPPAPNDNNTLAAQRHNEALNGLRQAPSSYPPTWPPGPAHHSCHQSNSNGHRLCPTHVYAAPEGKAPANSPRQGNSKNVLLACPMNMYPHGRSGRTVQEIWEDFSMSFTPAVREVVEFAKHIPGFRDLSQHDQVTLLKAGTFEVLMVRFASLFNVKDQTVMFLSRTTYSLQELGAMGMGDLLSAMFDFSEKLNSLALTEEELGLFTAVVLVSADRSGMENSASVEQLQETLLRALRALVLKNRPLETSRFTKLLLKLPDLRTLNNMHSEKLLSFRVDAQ
PLCb3 inh = human PLC-beta3 inhibitors, primary screen, biochemical, fluorescence. 1-phosphatidylinositol 4,5-bisphosphate phosphodiesterase beta-3 (Homo sapiens), Q01970. Purified PLC-beta3, fluorogenic substrate. inhibition, % at 12.2 µM. 0.18% of 370,000 active; in the data active = inhibition above about 11%;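 note: 0% = median of compound wells on plate and 100% = full blocker control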
FXN GAA850 act = FXN promoter activators, primary screen, cell-based, luciferase luminescence, HEK293 lucGAA850 | HEK293 lucGAA850 FXN promoter luciferase reporter, 24 h; percent of 10 µM SAHA response | activation, % at 6 µM | 0.56% of 360,000 active;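 active = activation above the average of all compounds screened plus 3 SD, cutoff fixed separately per campaign, cut at about 7.5% in these data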;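 note: 0% = DMSO wells and 100% = 10 µM SAHA wells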
* marks the source's active call; other numbers are inactive results; & = joins results of further samples. Hits appear at their usual frequency, and some 7% of all compounds hit somewhere here.

SMILES	PG9 binder	HGIII-sPLA2 inh	hgDAF-12 ag	DAX1 inh-1	ssDAF12 agonist	DAX1 inh-2	SMARCA2 act	hcDAF12 agonist	Rev-erbA mod	PLCb3 inh	FXN GAA850 act
CC(C)=CCC/C(C)=C/CNC(=O)C[C@H]1C[C@H](C(=O)N(C(C)C)C(C)C)[C@@]2(C)c3[nH]c4cc(CCC(=O)N(C)C)ccc4c3CCN2C1=O	-0.6	-48	-4.3	-2.7	-1.2	-2.5	1	-2.6	0	7	-4.2
COc1ccccc1N1CCN(CCc2n[nH]c(=S)n2-c2ccccc2)CC1	-3.1	6	-3.8	3.1	-1.9	-0.1	-4	-1.1	-1	4	0.2
CC(C)Oc1ccc(-c2nc(NCC3CCCO3)c3ccccc3n2)cc1 (stereo unspecified)	2.4	-16	1.9	-1.6	-0.1	-0.2	0	2.2	2	-72	2.8
CC(C)COC(=O)Nc1ccc(C(=O)O)cc1	-2.5	5	1.3	2.2	0.4	0.2	-4	1.4	7	13*	0.4
Cc1sc2ncnc(N/N=C/c3ccccc3O)c2c1C	-1.1	4	7.3	-4.2	-0.4	0.3	4	7.2*	6	-5	-6.4
Nc1ccc(S(=O)(=O)NC2(C(F)(F)F)NC(=O)N(c3ccccc3Cl)C2=O)cc1 (stereo unspecified)	-1.1	7	0.8	0.5	-1.8	-0.1	-1	-1.9	9	4	0.2
O=C(c1cccc(S(=O)(=O)N2CCCC2)c1)N1CCCc2ccccc21	0.6	0	-5.0	-2.4	-1.9	-0.5	0	-0.2	-3	2	-1.5
CSc1nnnn1CCn1nnnc1SC	-1.0	3	0.4	0.5	-0.6	0.2	0	-1.1	-6	4	-1.6
C[C@H](NC(=O)N1CCn2c1nc1ccccc12)C(=O)NCc1ccccc1	-0.9	-2	0.4	1.2	-0.7	-0.4	-2	-0.4	1	-4	-1.2
C[C@@H]1CN([C@@H](C)CO)C(=O)CCCn2nncc2CO[C@@H]1CN(C)C(=O)Nc1cccc(C(F)(F)F)c1	-1.3	10	2.7	-0.1	-1.6	0.2	-2	-1.5	4	1	-0.3
CCOc1ccc(NCCC(=O)c2ccc3c(c2)OCO3)cc1	-2.1	9	3.4	-1.1	-0.3	-0.2	-1	-0.1	2	-13	-2.0
O=C(Nc1cccc(Cl)c1)C1CCCN(S(=O)(=O)c2cnc[nH]2)C1 (stereo unspecified)	-2.9	-15	-1.5	2.5	-1.7	-0.6	-2	1.1	1	-6	-0.4
O=C(COc1ccccc1)Nc1nnc(COc2ccccc2)s1	-1.9	-12	-0.9	0.3	-1.6	-0.5	2	0.2	-1	-5	2.2
O=C(c1ccco1)N1CCN(C(=S)Nc2cc(F)cc(F)c2)CC1	-0.3	5	-1.6	-0.6	-1.0	-2.7	-2	1.1	-11	-5	1.2
CC(C(=O)N1CCc2ccccc21)N1CCN(S(=O)(=O)c2ccc3c(c2)OCCCO3)CC1 (stereo unspecified)	-0.7	0	1.6	0.6	-0.3	-1.5	3	-0.9	0	-1	0.6
CC[C@@H]1C=C(C(=O)O)[C@H](c2ccc(C)cc2)N1S(=O)(=O)c1ccc(C)cc1	-2.2	-5	0.4	1.2	-1.0	1.1	2	-0.3	-2	1	1.5
COC(=O)C(C)Sc1nnc(Cc2cc(=O)[nH]c(=O)[nH]2)n1-c1ccc(Cl)cc1 (stereo unspecified)	-1.3	-43	2.1	2.0	-1.0	0.1	-1	0.1	3	-1	-0.7
Cc1cc(C)c(S(C)(=O)=O)c(S(=O)c2ccc(Cl)cc2)n1 (stereo unspecified)	-1.0	2	-2.2	0.3	-0.6	-0.1	2	-0.6	5	-1	0.9
COc1ccc(Nc2oc(-c3cccs3)nc2C#N)cc1	-2.6	12	4.8	0.7	-0.8	-0.2	6	0.5	4	-288	4.6
CCOC(=O)N1CCN(CCC(=O)Nc2cc(C)ccc2C)CC1	0.4	5	-1.3	0.2	-0.8	-0.4	-3	-0.5	7	-4	0.6
CCOC(=O)C1CCN(C(=O)Cn2c(=O)oc3cc(S(=O)(=O)N4CCCC4)ccc32)CC1	-0.3	3	-0.3	0.8	-1.6	1.1	5	0.1	3	8	-0.7
COc1ccc(NC(=O)Cn2c(=O)n(CCC(=O)NCC3CCCO3)c(=O)c3cc(OC)c(OC)cc32)cc1 (stereo unspecified)	0.8	6	-2.3	-0.8	-1.2	0.0	-4	-2.0	-3	-31	0.0
O=C(OCc1ccccc1)c1ccccc1	0.0	2	-1.6	1.4	-1.7	1.2	0	-0.8	-1&-1	5	-2.6
O=C(NC(Cc1ccccc1)C(=O)O)c1ccco1 (stereo unspecified)	0.9	-1	1.1	0.1	-1.2	0.2	-3	-0.6	-1	0	0.9
Cc1sc(N/N=C/c2cc([N+](=O)[O-])ccc2O)nc1-c1ccccc1	-0.1	9	-0.1	0.9	0.3	-0.2	-1	2.8	-1	-1	-0.5
Cc1cccc(NC(=S)N2CCCC2)c1	-1.5	0	-1.7	0.4	-1.2	0.3	-1	1.9	-2	-6	1.5
Nc1nc(SCC(=O)NC2CCCCC2)[nH]c(=O)c1-c1ccccc1	0.6	5	-0.5	-0.1	-1.6	-0.3	0	1.3	-5	-3	-0.2
N/C(=N\c1nc2c(c(=O)[nH]1)CCC2)Nc1ccccc1C(F)(F)F	-2.0	-1	2.6	-1.1	-1.3	0.4	1	1.0	3	-2	7.2
CCC1CCCCN1c1nc(-c2cccc(OC)c2O)nc2ccccc12 (stereo unspecified)	-0.2	-11	0.5	-0.2	-0.5	-0.9	-2	1.8	8	1	0.9
CCOc1ccc(CCNC(=O)C2CCCN(c3nn4c(=O)cc(C)nc4s3)C2)cc1OCC (stereo unspecified)	1.6	2	1.8	0.7	-0.3	1.1	2	-2.7	-1	4	-0.5

Quoted at random: 2 entries already listed
SMILES	PG9 binder	HGIII-sPLA2 inh	hgDAF-12 ag	DAX1 inh-1	ssDAF12 agonist	DAX1 inh-2	SMARCA2 act	hcDAF12 agonist	Rev-erbA mod	PLCb3 inh	FXN GAA850 act
O=C(COc1ccccc1)Nc1nnc(COc2ccccc2)s1	-1.9	-12	-0.9	0.3	-1.6	-0.5	2	0.2	-1	-5	2.2
Cc1cc(C)c(S(C)(=O)=O)c(S(=O)c2ccc(Cl)cc2)n1 (stereo unspecified)	-1.0	2	-2.2	0.3	-0.6	-0.1	2	-0.6	5	-1	0.9

Carrying on:
SMILES	PG9 binder	HGIII-sPLA2 inh	hgDAF-12 ag	DAX1 inh-1	ssDAF12 agonist	DAX1 inh-2	SMARCA2 act	hcDAF12 agonist	Rev-erbA mod	PLCb3 inh	FXN GAA850 act
Cc1cc(N2CCN(S(=O)(=O)c3ccccc3)CC2)nc2c(C)cccc12	-0.5	-21	0.1	1.0	-0.8	-2.0	-2	-0.9	5	-11	2.3
CCOC(=O)CN(C(=O)COc1nc(-c2ccccc2)cc(C)c1C#N)c1ccccc1	-2.0	-1	-0.6	0.2	-0.9	0.1	-1	-3.3	1	-4	0.3
Cc1ccc(-c2nnn(CC(=O)N(c3cccc(F)c3)C(C(=O)NC3CCCC3)c3ccco3)n2)o1 (stereo unspecified)	-0.2	-3	-0.5	0.8	-1.6	0.5	2	-0.6	3	2	1.1
Cc1cc(C)cc(C(=O)NC(CC(N)=O)c2ccc(NCC3CC3)c([N+](=O)[O-])c2)c1 (stereo unspecified)	1.1	9	-0.1	-0.1	-1.7	0.4	0	1.6	1	0	-0.6
O=C(Cc1ccc([N+](=O)[O-])cc1)NCc1ccccn1	0.7	3	-0.5	0.2	-1.6	0.1	-3	-0.9	-2	-4	-0.2
COC(=O)Cn1c(=O)c2c(nc3n2CCCN3Cc2ccccc2)n(C)c1=O	1.6	5	-0.5	-0.7	-1.6	-0.2	0	-1.4	-4	2	0.7
CN1CCC(=NNC(=O)c2ccc(N(Cc3ccccc3Cl)S(C)(=O)=O)cc2)CC1	0.1	-1	-1.4	-0.9	-0.6	-0.6	-1	-0.5	4	-11	2.7
CCC(C(=O)NCCCN1CCN(C)CC1)n1nc(C)c2sc3ccccc3c2c1=O (stereo unspecified)	-0.3	8	0.1	-0.2	-0.6	0.1	0	0.3	4	-13	-1.1
Cc1cc(NC(=O)CSCC(=O)N(C)Cc2ccc(Cl)cc2Cl)no1	-1.7	-3	-2.5	-0.3	-0.7	-0.7	-2	1.4	1	-8	-0.8
COc1ccc2cc(C(c3nnnn3Cc3ccc(F)cc3)N3CCCCCC3)c(=O)[nH]c2c1 (stereo unspecified)	0.9	2	0.5	-0.5	0.5	-0.8	-4	-0.9	2	-38	-0.2
O=C(N/N=C/c1ccccc1)c1cc(=O)[nH]c2ccccc12	0.5	-4	-1.3	-1.1	-0.8	-0.6	0	-1.3	0	-25	1.1
COc1ccc(C2CC(c3ccccc3O)=NN2C(=O)c2ccccc2)cc1OC (stereo unspecified)	-0.6	-16	-2.4	-0.9	-1.2	-0.5	-2	-2.2	-2	-27	2.0
Cc1cccc[n+]1CC(=O)Nc1ccc([N+](=O)[O-])cc1	-1.2	1	2.6	0.6	-1.0	-0.1	0	0.3	-4	-6	-0.1
Cc1cc(OCC(=O)Nc2ccc(S(=O)(=O)N3CCN(C)CC3)cc2)cc(C)c1Cl	1.3	-41	2.1	0.6	-1.7	-0.7	-1	-1.5	0	3	-0.7
CCN1C(=O)[C@H]2[C@H]3CN=C(SCC4CC4)N3[C@@](CC)(C(=O)OC)[C@H]2C1=O	-1.1	2	1.2	-0.8	0.4	3.4	-2	-1.5	-7	1	0.1
C/C(=N\NC(=O)Cc1ccccc1)c1cccs1	-1.8	2	-1.0	0.6	-1.3	0.2	0	-2.1	7	-3	3.6
O=C(/C=C/c1ccccc1)N/C(=C/c1ccccc1)C(=O)NCCCO	-1.2	3	-0.4	2.0	-0.9	0.0	-1	-1.3	-6	-8	1.8
Cc1cccc(C)c1NC(=S)N(CCCN1CCN(C)CC1)Cc1cccs1	-1.1	8	0.7	-0.6	-1.4	0.6	-2	0.1	0	0	0.1
C1CCN(CCCNC2C3CC4CC(C3)CC2C4)C1 (stereo unspecified)	-1.0	-1	0.9	-0.8	-1.4	0.0	0	-2.1	-4	-1	0.7
O=C(COc1ccc(Cl)cc1)Nc1ccc(C(=O)O)cc1NC(=O)COc1ccc(Cl)cc1	-1.0	-6	0.6	0.7	-1.0	0.5	-1	-2.5	1	-3	0.9
CCOc1ccc(N(C)Cc2cc(=O)oc3ccc(OC)cc23)cc1	-2.9	0	-0.6	-1.1	-1.4	-0.8	-1	-1.2	3	-16	0.2
